Dynein transport: dynein cargo transport inhibition; 3617.4 mouse cells, GR-EGFP nuclear translocation imaging; test concentration mostly 20 µM; stimulated with dexamethasone, 1 µM; hits give low values; z-score, hits read low; 0.47% of 220,000 active; AID 1381;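 active = plate z-score of nuclear minus cytoplasmic receptor signal below a set negative limit, without overly bright fluorescence or cell loss, cut at about -3.5 in these data, passing the limit was not always enough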;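 also: z-score of nuclear minus cytoplasmic ring GR-EGFP intensity difference per well; some compounds called inactive have numbers as strong as hits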
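Buffer or medium: tet-free, stripped-serum medium; Also added: dexamethasone, 1.0 µM final; Technique: high-content fluorescence imaging after fixation; Times: 48 h induction, 1 h compound, 30 min dex at 37 °C; Read-out: per-cell GR-EGFP intensity, nucleus versus surrounding cytoplasmic ring, well-averaged.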
ER stress rescue: protection against thapsigargin-triggered cell killing – 384-well, CSM14.1, ATP luminescence, primary screen (AID 1222); cellular ATP content (survival), % at 20 µM; hits with a dose series show EC50 in µM; 190,000 tested, under 10 active; CSM14.1 thapsigargin-induced death rescue, ATP luminescence; higher % means a stronger effect;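 active = EC50 below 50 µM in the dose-response confirmation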;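 also: death triggered by thapsigargin at about 15 µM added after 2 h compound pretreatment; cell ATP read after overnight thapsigargin exposure of roughly 18 to 22 hours; normalized against plate controls of thapsigargin alone and 5% DMSO vehicle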
Autophagy HCS: autophagy modulation, high-content screen | AID 463193 | 0.98% of 190,000 active | MEF GFP-LC3 puncta imaging; test concentration mostly 10 µM | calls only at 10 µM (by protocol);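 active = percentage of spot-positive cells more than 3 SD above its plate mean, without a fluorescence outlier flag or 80% toxicity; inconclusive = no clear call, values can overlap the other calls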;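 also: spot-positive cell cutoff set from DMSO-treated cells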
Insulin prom up: MIN6 insulin promoter up-regulation; MIN6 insulin promoter-GFP reporter, high-content imaging; hits give high values; z-score at 5 µM; 0.3% of 190,000 active; AID 1625;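 active = z-score above 3 at 5 µM with at least 500 cells counted in the well; inconclusive = wells under 500 cells, flagged as cytotoxic or low count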
P. falciparum M17LAP: P. falciparum M17LAP inhibitors, primary screen, biochemical, fluorogenic H-Leu-NHMec substrate, 1536-well (AID 1619); 0.38% of 220,000 active; recombinant M17LAP, H-Leu-NHMec fluorogenic kinetic assay; higher % means a stronger effect; inhibition, % at 30 µM; hits with a dose series show IC50 in µM;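 active = compound inhibiting the enzyme by more than half at any dose during confirmatory dose-response retesting; inconclusive = strong single-dose inhibitors picked by rank but not retested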;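 also: plate controls were full reaction with DMSO carrier for no effect and no enzyme background for full effect; strong numbers were not always called active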
M1AAP inhibition: malaria alanyl aminopeptidase activity blockers – biochemical, fluorogenic H-Leu-NHMec substrate, 1536-well (AID 1445); 0.42% of 220,000 active; inhibition, % at 30 µM; hits with a dose series show IC50 in µM; recombinant M1AAP, H-Leu-NHMec fluorogenic kinetic assay; higher % means a stronger effect;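 active = primary inhibition above the hit cutoff, then over 50% inhibition at one or more dose response concentrations, cut at about 23% in these data, passing the limit was not always enough; inconclusive = conflicting primary data, or primary hits not chosen for dose response; inactive = low primary inhibition, or under 50% at every dose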;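 also: plate controls were DMSO full reaction for no effect and no enzyme background for full effect; strong numbers were not always called active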
Lipid droplet: modulators of hepatic lipid droplet formation. AML12 mouse hepatocytes, oleate lipid droplets, BODIPY imaging. inhibition, % at 6.5 µM. 0.4% of 240,000 active;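 active = lipid droplet intensity inhibited by at least 50%, with more than 500 cells counted; inconclusive = wells with under 300 cells, treated as cytotoxic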
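Test system: AML12 mouse liver cells; schedule: overnight exposure; technique: high-content imaging of BODIPY-stained droplets and DAPI nuclei; read-out: % inhibition of corrected integrated BODIPY droplet signal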
MT stabilizer: stabilizes microtubules in HeLa cells; % tubulin-high responders, % at 10 µM; 0.83% of 200,000 active; AID 2205; HeLa tubulin immunostaining HCS, 24 h; share of cells brighter than vehicle mean+2SD;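 active = plate Z-score above 3 for both tubulin-high and condensed-nucleus cell shares, with cell loss under 80%, at 10 µM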;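 also: anti alpha tubulin signal scored within the nucleus-defined area of each cell; some results filed as inactive read as strong as hits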
Yfh1-depleted yeast: enhancers of respiration in Yfh1-depleted yeast, dose response, Friedreich's ataxia, plus single-dose screen (AID 1465). fold induction at 50 µM; hits with a dose series show EC50 in µM. S. cerevisiae Yfh1-off respiration, WST-1 reduction, 72 h; higher fold induction means a stronger effect. 0.074% of 220,000 active;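 active = fold induction of absorbance versus untreated yeast above a set limit, then at least 30% activation at any dose in follow-up; inconclusive = repeats straddling the limit, or above it without dose testing; inactive = fold induction below the set limit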;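 also: activators that raise dye reduction in frataxin-depleted yeast; strong numbers were not always called active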
Dynein transport cytoplasmic EGFP: also measured in Dynein transport; calls as there; z-score; measured here: cytoplasmic GR-EGFP intensity; hits give high values
Dynein transport nuclear GR-EGFP: further read-out of Dynein transport, marked with its call; z-score; measured here: nuclear GR-EGFP intensity;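 lower value marks the stronger effect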
Dynein transport cell count: also measured in Dynein transport; calls as there; z-score; measured here: cell count per field
Insulin prom up cell count: also measured in Insulin prom up; calls as there; cell count; measured here: cytotoxicity, nuclei count;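 total cells summed across four imaged fields per well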
Lipid droplet cells 6.5 µM: further read-out of Lipid droplet, marked with its call; cell count; measured here: cell count, cytotoxicity flag;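 cells counted across two imaged fields per well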
MT stabilizer Hoechst-high %: second read-out of MT stabilizer, no call of its own (marks repeat the call); % Hoechst-high responders; measured here: nuclear condensation Hoechst responders;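 share of cells brighter than vehicle mean plus two SD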
MT stabilizer cytotoxicity %: further read-out of MT stabilizer, marked with its call; toxicity, %; measured here: cytotoxicity by cell density;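 0% = mean cell density of plate MIN control wells and 100% = no cells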
Autophagy HCS cell loss 18 h: further read-out of Autophagy HCS, marked with its call; toxicity, %; measured here: cell loss, nuclei count;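 cell loss after 18 h compound exposure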
An asterisk follows results filed as active; i = inactive; ? = inconclusive; nt = no result given. Compounds were not picked by outcome. About 3.5% of those tested had a hit in this group.

SMILES | Dynein transport | Dynein transport cytoplasmic EGFP | Dynein transport nuclear GR-EGFP | Dynein transport cell count | ER stress rescue | Autophagy HCS | Autophagy HCS cell loss 18 h | Insulin prom up | Insulin prom up cell count | P. falciparum M17LAP | M1AAP inhibition | Lipid droplet | Lipid droplet cells 6.5 µM | MT stabilizer | MT stabilizer Hoechst-high % | MT stabilizer cytotoxicity % | Yfh1-depleted yeast
CCCCOC(=O)C1CCCC(C(=O)OCCCC)N1 (centres undefined) | 0.16 | -0.25 | 0.045 | 1.3 | -1.1% | i | 2 | -0.34 | 1493 | -6% | -9% | nt | nt | 1.8 | 2.1 | 9.7 | i
CCCCCn1c(=O)[nH]c2cc(C(=O)NCCCN3CCCCC3)ccc2c1=O | 0.21 | -0.26 | 0.081 | 0.29 | -4.0% | i | 2 | nt | nt | -9% | 4% | -4 | 755 | 3.1 | 2.4 | 20 | i
CC(=O)Nc1ccc(NC(=O)COc2ccc(Br)cc2C)cc1 | -0.61 | -0.29 | -0.55 | 0.35 | -1.0% | i | -16 | 0.72 | 1196 | 1% | -1% | 0 | 705 | 3.4 | 1.9 | 4.5 | i
COCCCNS(=O)(=O)c1ccc(C)cc1 | -0.46 | -0.32 | -0.18 | 0.98 | -0.2% | i | -11 | nt | nt | 7% | 6% | 1 | 693 | 3.0 | 2.2 | 9.8 | i
Nn1c(SCc2ccccc2)nnc1-c1ccccn1 | 0.42 | -0.21 | -0.69 | -0.5 | -1.3% | i | 3 | -0.9 | 1634 | -4% | 0% | nt | nt | 2.7 | 1.9 | 4.4 | i
COc1ccccc1NC(=O)Cn1cnc2c(cnn2-c2ccc(C)c(C)c2)c1=O | -1 | -0.17 | -0.22 | 0.66 | -0.8% | i | -1 | -0.94 | 1482 | 9% | 1% | nt | nt | 2.5 | 1.7 | 5.2 | nt
O=C(CN1CCN(S(=O)(=O)c2ccccc2)CC1)NC(=O)NCc1ccccc1 | 0.099 | -0.032 | 0.067 | 0.14 | -0.7% | i | -1 | 0.16 | 1465 | -8% | 1% | nt | nt | 1.9 | 1.5 | 7.0 | i
COc1ccc2[nH]c(C(=O)O)c(NS(=O)(=O)c3ccc(Cl)s3)c2c1 | -0.99 | 0.54 | -0.083 | 0.3 | -0.3% | i | 10 | 0.33 | 1516 | 6% | 10% | nt | nt | 3.1 | 1.9 | 9.6 | i
CCCCn1c(SCC(=O)O)nc2ccccc21 | -0.93 | -0.25 | -0.26 | 0.58 | nt | i | 8 | 3.5* | 918* | 0% | -5% | -1 | 745 | 2.3 | 1.8 | 5.7 | i
Cc1ccc(S(=O)(=O)N2CCCCC2)cc1NC(=O)Cn1ccc(C(F)(F)F)n1 | -0.52 | 0.05 | -0.12 | 0.058 | -0.2% | i | 8 | -0.05 | 1212 | 7% | 9% | 3 | 703 | 2.1 | 2.2 | 4.5 | i
CC1CCCCN1S(=O)(=O)c1cnc(Cl)c(Br)c1 (centres undefined) | -0.64 | -0.035 | -0.6 | 0.023 | 2.0% | i | -17 | 0.35 | 1221 | -1% | -8% | -2 | 719 | 3.5 | 2.6 | 2.3 | i
O=C(O)c1cccc(Cn2c(Cl)c(/C=N/NC(=O)c3ccccc3)sc2=O)c1 | -0.58 | -0.18 | -0.51 | 0.049 | -0.9% | i | -3 | -0.38 | 1636 | 21µM* | 14% | nt | nt | 3.7 | 0.9 | 2.0 | i
Cc1ccc(C(=O)N[C@@H](C)CN2C3=NC[C@H](C)N3C[C@H]2Cc2ccc(O)cc2)cc1Br | 2.1 | -0.87 | 1.1 | 0.21 | nt | nt | nt | 0.52 | 759 | -6% | -5% | 7 | 615 | nt | nt | nt | i
CC(C)=CCN1CCN(CCCn2cccn2)CC1CCO (centres undefined) | -1.1 | -0.3 | -0.32 | 1 | -0.7% | i | 2 | nt | nt | 2% | 6% | -20 | 704 | 2.2 | 1.9 | 5.4 | ?
Cc1ccc(N(C(C)C(=O)Nc2cccc(N(C)S(C)(=O)=O)c2)S(C)(=O)=O)cc1 (centres undefined) | -1 | -0.16 | -0.65 | 1 | -0.6% | i | -20 | -0.41 | 1466 | -4% | 4% | -13 | 722 | 2.6 | 2.4 | 6.6 | i
CC(=O)Nc1nnc(CSCc2ccc(F)cc2)s1 | 1.1 | -0.29 | 0.14 | -0.38 | nt | nt | nt | 0.38 | 1100 | -2% | 5% | 16 | 761 | nt | nt | nt | i
CCN(C(=O)CN1CCN(c2cccc(C(F)(F)F)c2)CC1)c1c(N)n(Cc2ccccc2)c(=O)[nH]c1=O | 0.22 | -0.31 | -0.065 | -0.29 | -1.7% | i | 4 | 0.84 | 1141 | -1% | 3% | 11 | 707 | 3.4 | 2.3 | 16 | i
Cc1ccc2c(c1)NCC(C(=O)NC1CCC(C)CC1)O2 (centres undefined) | 0.25 | -0.23 | 0.9 | -0.33 | -3.2% | i | -8 | 0.81 | 1190 | -10% | -7% | -14 | 721 | 6.0 | 1.7 | 13 | nt
CCn1cc(C(=O)OCC(=O)N2C(C)CCCC2C)c(=O)c2ccc(C)nc21 (centres undefined) | -0.032 | -0.21 | 0.29 | 1.1 | -2.2% | i | 0 | -0.16 | 1123 | 0% | 3% | 3 | 671 | 2.2 | 1.3 | 7.2 | i
Cc1onc(-c2ccccc2Cl)c1C(=O)Nc1nc2c(s1)CCCC2 | 0.8 | -0.19 | -0.19 | 0.14 | -0.5% | i | 4 | 2.5 | 1318 | 7% | 10% | nt | nt | 7.7 | 2.3 | 3.6 | i
CCOCC(=O)Nc1cc(C(=O)Nc2cc(C)cc(C)c2)ccc1Cl | -0.016 | -0.26 | 0.24 | 0.54 | -0.2% | i | -9 | -0.27 | 1399 | -16% | 1% | 12 | 617 | 2.4 | 1.5 | 4.6 | i
COc1ccc(Cc2[nH]n3c(=O)cc(C(C)C)nc3c2-c2ccccc2)cc1 | -0.19 | -0.25 | 0.039 | -0.012 | 0.2% | i | -18 | -0.24 | 1412 | 0% | 0% | -32 | 579 | 12 | 6.4 | 40 | i
COC(C/C=C/[C@H](O)COCc1ccccc1)OC | 1.9 | -0.67 | 1 | -1.2 | nt | nt | nt | -0.01 | 835 | 1% | -6% | 14 | 720 | nt | nt | nt | i
COc1cccc(/C(O)=C2/C(=O)C(=O)N(CCN3CCOCC3)C2c2cccs2)c1 (centres undefined) | 0.22 | -0.22 | -0.04 | 0.052 | 3.7% | i | 13 | nt | nt | 6% | 2% | nt | nt | 1.6 | 1.4 | 3.6 | nt
CCOC(=O)c1cc(-c2csc(-c3ccc(C(F)(F)F)cc3)n2)on1 | -0.31 | -0.28 | -0.17 | 0.36 | nt | nt | nt | 0.26 | 1374 | -1% | 1% | 2 | 770 | nt | nt | nt | i
COC(=O)C(Cc1ccc(OC(=O)c2ccccc2C)cc1)N1Cc2ccccc2C1=O (centres undefined) | -0.033 | -0.22 | -0.18 | 0.2 | -3.6% | i | -2 | -0.1 | 1677 | -5% | -4% | -1 | 735 | 3.7 | 3.1 | 4.7 | i
Cc1ccc(-c2ccnc(=S)[nH]2)cc1 | -0.02 | -0.16 | 0.69 | 0.74 | 1.7% | i | -21 | 0.38 | 1638 | 4% | 2% | nt | nt | 2.9 | 2.2 | 5.4 | i
Cc1ccccc1Nc1nnc(SCc2cc([N+](=O)[O-])cc3c2OCOC3)s1 | 1 | -0.25 | 1.2 | 0.0063 | -4.4% | i | 2 | 0.18 | 975 | 31% | -1% | 38 | 831 | 1.0 | 1.5 | 1.9 | i
COCCn1c(-c2ccc(OC)cc2)cnc1SCC(=O)Nc1cc(C)on1 | 1.9 | -0.11 | 1.4 | -1.6 | -0.7% | i | -15 | ? | nt | 8% | 7% | 1 | 748 | 5.6 | 3.4 | 6.8 | i
COCc1c(C#N)c(NCCc2ccc(F)cc2)nc(C)c1[N+](=O)[O-] | 1.2 | 0.0034 | 1.1 | -1.1 | 1.6% | i | -5 | -0.23 | 1353 | 22% | 3% | -6 | 651 | 13 | 2.8 | 8.2 | i
Cc1ccc[n+](CC2OCc3ccccc3CO2)c1 | -0.31 | -0.31 | -0.17 | 0.48 | -1.1% | i | -5 | -0.55 | 1455 | 5% | -1% | 0 | 758 | 4.3 | 1.0 | 9.0 | i
Cn1c(SCc2ccccc2)nnc1-c1c[nH]c2ccccc12 | -0.46 | -0.2 | -0.25 | 0.19 | -1.8% | i | 2 | -0.83 | 2139 | -4% | 0% | 8 | 571 | 6.4 | 3.0 | 7.2 | i
COc1ccccc1NC(=O)/C(=C\c1cccs1)NC(=O)c1ccco1 | 0.56 | -0.22 | 0.74 | -0.64 | nt | nt | nt | -0.22 | 1034 | 20% | 9% | 6 | 689 | nt | nt | nt | i
CN(C)c1nc(Oc2ccc(=O)n(C)n2)nc(N2CCOCC2)n1 | -0.7 | -0.25 | -1 | 0.77 | nt | i | 3 | -0.55 | 1334 | 3% | -1% | 14 | 674 | 2.2 | 1.0 | 1.7 | i

Bioassay records (PubChem)
